Assay outcomes deposited in PubChem by Broad Institute.
E-sel inducer: E-selectin induction on HUVECs | P16581 | HUVEC E-selectin immunofluorescence imaging; normalized: neutral wells 0, TNF-alpha wells 100 | activation, % at 7.58 µM | 0.37% of 260,000 active;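 active = mean E-selectin-positive cell signal at least 10% of the positive control, reached in at least 60% of replicates, without over 20% cell loss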;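 also: in these data hits start at about 27%; measured in HUVEC primary endothelial cells; signal is the percent of cells scored E-selectin positive by PE staining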
Target sequence (P16581 whole entry, looked up): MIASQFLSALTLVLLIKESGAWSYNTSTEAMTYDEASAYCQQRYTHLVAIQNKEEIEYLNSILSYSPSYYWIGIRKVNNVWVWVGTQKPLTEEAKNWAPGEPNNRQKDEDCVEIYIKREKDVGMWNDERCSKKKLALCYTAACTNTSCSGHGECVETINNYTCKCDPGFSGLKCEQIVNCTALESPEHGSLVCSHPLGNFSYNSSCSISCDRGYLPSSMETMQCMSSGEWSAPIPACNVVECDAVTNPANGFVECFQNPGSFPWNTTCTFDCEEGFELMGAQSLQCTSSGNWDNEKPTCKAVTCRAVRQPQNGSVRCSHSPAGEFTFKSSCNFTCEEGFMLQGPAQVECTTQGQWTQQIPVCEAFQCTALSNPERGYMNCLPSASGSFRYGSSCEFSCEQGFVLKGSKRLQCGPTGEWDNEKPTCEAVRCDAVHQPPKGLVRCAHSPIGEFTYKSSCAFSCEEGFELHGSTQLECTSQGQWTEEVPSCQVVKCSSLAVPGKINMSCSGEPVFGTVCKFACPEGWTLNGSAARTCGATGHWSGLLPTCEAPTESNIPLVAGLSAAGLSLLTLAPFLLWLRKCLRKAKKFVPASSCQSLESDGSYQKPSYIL
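Material: HUVEC primary endothelial cells; Amount: 3,000 cells per well; Dosing: single concentration; Medium: EGM-2 growth medium on 0.1% gelatin-coated wells; Read-out basis: percent E-selectin-positive cells; Signal: immunofluorescence imaging; Control set: TNF-alpha, DMSO.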
FN deposition inh: fibronectin deposition inhibition | AH1F fibroblasts, Alexa488-fibronectin deposition fluorescence, overnight | AID 743247 | 0.086% of 350,000 active | inhibition, % at 12.6 µM;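 active = mean inhibition across replicates of 30% or more, regardless of how many single replicates reach that level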;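 also: positive control wells lacked labelled fibronectin entirely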
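Assay system: AH1F fibroblasts / Quantity: 10000 cells per well / Medium: DMEM plus 2% serum, read in PBS / Reagent: labelled fibronectin 24 nM / Dosing: single dose, pinned / Times: 1 h cell attachment, overnight exposure to compound and label / Signal: fluorescence, ex 485 nm, em 525 nm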
RAD52 inh: blocks human RAD52 DNA annealing. inhibition, % at 18.7 µM. P43351. 0.46% of 360,000 active. recombinant RAD52 DNA annealing, FRET fluorescence. AID 651710;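 active = every replicate showing at least 50% inhibition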
Xi reactivation: activators of X-chromosome reactivation in mouse fibroblasts. AID 743238. activation, % at 7.58 µM. XiGFP mouse fibroblasts, % GFP-positive cells imaging, 3 d; cells co-treated with 5-aza-dC sensitizer; scaled so ellipticine positive control = 100%. 0.055% of 360,000 active;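 active = mean normalized replicate activation at least 10% and every replicate at or above 10%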;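 also: 0% = median of on-plate neutral control wells and 100% = ellipticine 6 µM median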
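System: XiGFP fibroblasts, SV40-immortalized. Medium: DMEM plus 5-aza-dC sensitizer. Doses: single point. Timing: 3 d treatment, 15 min room-temperature fixation. Control set: ellipticine 6 µM.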
RAD54 branch: RAD54 (human) branch migration inhibition. Q92698. inhibition, % at 10.4 µM. RAD54 Holliday junction branch migration, FAM/BHQ fluorescence. 0.14% of 360,000 active;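 active = mean normalized replicate activity at least 40 and at least half of replicates scoring 40 or more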;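 also: 0% = median of neutral control wells and 100% = median of positive control wells; inhibitors cause a drop in the FAM fluorescence signal; in these data hits start at about 50%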
EWS-Fli block: inhibitors of EWS/Fli oncoprotein transcriptional activity. 0.67% of 350,000 active. A673 NR0B1-luciferase reporter, viability-normalised. inhibition, % at 12.6 µM;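 active = mean inhibition of at least 50% after viability correction, with every replicate also passing that limit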;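 also: firefly luciferase signal divided by Alamar Blue viability fluorescence both relative to DMSO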
S100A4 MyoIIA: blocks human S100A4 binding to myosin IIA peptide; S100A4/TAMRA-MyoIIA peptide fluorescence polarization; 0.14% of 360,000 active; inhibition, % at 10.7 µM;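 active = mean inhibition of at least 70% across replicates, with every replicate also reaching that level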
Target sequence (P26447 whole entry, looked up): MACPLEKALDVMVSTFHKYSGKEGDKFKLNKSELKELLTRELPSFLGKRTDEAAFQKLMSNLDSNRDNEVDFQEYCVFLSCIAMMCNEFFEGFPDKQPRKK
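Assay system: human S100A4 monomer with TAMRA-labelled myosin IIA peptide / Buffer or medium: Calcium-containing HEPES buffer, pH 7.2 / Reagent: TAMRA-labelled myosin IIA heavy-chain peptide probe, 5 nM / Compound: one dose per compound / Timing: polarization read 5 min after assay mix addition, stable 5–60 min / Benchmarks: neutral control DMSO, positive control TFP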
esBAF inh: inhibitors of esBAF chromatin remodeling in mouse ES cells; Bmi1-luciferase knock-in reporter, 24 h; 100% = twice the neutral-well signal; reporter increase, % at 12.5 µM; 2% of 350,000 active; AID 602393; in the data active = activation above about 40%;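 also: 0% = median of the plate's neutral control wells and 100% = double that signal; a rise in the Bmi1 reporter signal indicates esBAF inhibition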
An asterisk follows results filed as active; x = not tested or not shown; & = joins results of further samples.

SMILES	E-sel inducer	FN deposition inh	RAD52 inh	Xi reactivation	RAD54 branch	EWS-Fli block	S100A4 MyoIIA	esBAF inh
COc1ccccc1CNC(=O)C[C@@H]1CC[C@H]2[C@@H](COC[C@@H](O)CN2C(=O)Nc2ccc(C(F)(F)F)cc2)O1	0.7	-15	10	0.0	-2	3	-2	1
CN(C)C(=O)c1cccc(-c2ccc([C@@H]3[C@@H](C#N)N(C(=O)C4CCCC4)[C@H]3CO)cc2)c1	0.0	6	-14	-0.1	x	-5	5	x
O=C(C[C@@H]1C[C@H]2c3cc(NC(=O)C4CCC4)ccc3O[C@H]2[C@@H](CO)O1)NCc1ccc(Cl)cc1	0.1	x	-6	0.2	-4	0	-4	1
CCOc1ccc(-n2c(C)cc(/C=N\NC(=O)CC(=O)NC3CCCCC3)c2C)cc1	-2.9	-8	-14	0.0	x	-10	2	x
Cc1ccc(OCCN(C)C(=O)C2CCC(=O)N(CC3CCCCC3)C2)cc1 (stereo not given)	x	-14	-2	0.2	-10	11	5	5
Cc1cccc(C)c1NC(=O)CN1CCN(CC(=O)c2cc(C)n(C3CC3)c2C)CC1	25	-9	-18	0.6	3	4	3	-4
CO[C@@H]1CN(C)C(=O)c2cc(NC(=O)Nc3ccc4c(c3)OCO4)ccc2OC[C@H](C)NC[C@H]1C	0.5	8	-139	0.0	-5	-100	7	33
Cc1cc(/C=C2\NC(=S)NC2=O)c(C)n1-c1cccnc1	0.5	5	7	-0.1	14	-15	1	26
CCOC1=C2CN(S(=O)(=O)c3ccc(C)cc3)[C@H](c3cccc4ccccc34)C[C@H]2[C@H]2C(=O)N(c3ccccc3)C(=O)[C@H]2C1	x	x	-30	0.1	8	-9	-1	1
CCC(=O)Nc1ccc2c(c1)C(=O)N(C)C[C@H](OC)[C@H](C)CN(C(=O)CN(C)C)[C@@H](C)CO2	0.0	-10	x	1.8	x	3	x	-3
CN(C(=O)C1CC1)C1CCS(=O)(=O)C1 (stereo not given)	x	7	-6	0.2	-2	-6	-2	0
Cc1nc2cc(NC(=O)C3COc4ccccc4O3)ccc2s1 (stereo not given)	-0.1	5	1	0.0	-4	-16	-1	42
COc1ccc(C(=O)n2nc(-c3ccco3)nc2N)cc1OC	5.0	x	-13	0.2	x	-4	-2	x
Cc1cccc(-c2ccc([C@@H]3[C@@H](CO)N4C(=O)CN(S(=O)(=O)c5cccc(F)c5)C[C@@H]34)cc2)c1	0.3	x	10	0.2	x	1	9	x
CO[C@H]1CN(C)C(=O)c2ccc(NC(C)=O)cc2OC[C@H](C)N(C(=O)C2CCOCC2)C[C@H]1C	-0.4	-3	0	-0.1	-6	0	-23	0
CNC(=O)C[C@@H]1CC[C@H]2[C@@H](COC[C@H](O)CN2S(=O)(=O)c2ccc(Oc3ccccc3)cc2)O1	0.1	10	13	0.0	0	4	-17	-6
CSc1ccccc1NC(=O)CN1CCCCC1C (stereo not given)	x	-3	-10	0.1	x	2	-4	x
CC1(C)OC(=O)C(=CSc2ccc(C(C)(C)C)cc2)C(=O)O1	x	-16	-5	0.0	3	9	1	0
COc1ccc(C2=NOC(Cn3nc(C(=O)NCc4ccco4)cc3-c3ccccc3)C2)cc1 (stereo not given)	0.0	-19	-25	0.2	7	12	6	-9
Cc1ccc(S(=O)(=O)NCC[C@H]2CC[C@@H](NC(=O)NC(C)C)[C@@H](CO)O2)cc1	0.0	11	18	0.2	-5	10	1	1
C[C@@H]1CN([C@@H](C)CO)C(=O)c2cc(NS(=O)(=O)c3ccc(F)cc3)ccc2O[C@@H]1CN(C)C	0.0	-4	4	0.3	-4	0	-6	-2
CC(=O)Nc1ccc([N+](=O)[O-])c(CS(=O)(=O)c2ccc(C)cc2)c1[N+](=O)[O-]	-0.1	-7	-18	0.3	-5	3	-2	9
CN(C)c1ncnc2c1ncn2[C@H]1CN(Cc2ccc3c(c2)OCO3)C[C@@H](CO)O1	0.0	3	-37	0.0	-8	4	-6	-8
O=C(CCCn1c(=O)oc2ccccc21)N1CCN(c2ccccn2)CC1	-0.1	2	0	0.6	0	-32	-2	12
CCOC(=O)c1c(C)noc1-c1ccco1	-0.1	-4	-17	0.0	-3	4	3	x
COc1cccc(-c2cc3nc(-c4ccccc4)cc(=O)n3[nH]2)c1	-0.1	-2	-12	0.1	-4	37	-1	2
CC(=O)c1cccc(NC(=O)CCCCCn2nnc3ccccc3c2=O)c1	x	x	-6	0.0	6	7	7	-3
CN(CC(=O)Nc1ccc(N2CCOCC2)cc1)C(=O)c1cn(-c2ccccc2)nc1-c1ccccc1	x	3	-11	0.4	x	-10	-1	x
Cc1onc(-c2ccccc2)c1C(=O)NCC(=O)Nc1cc(Cl)ccc1Cl	x	-3	-5	0.0	7	4	-1	0
O=[N+]([O-])c1ccc(Cl)c(CN2CCSCC2)c1	-0.1	-4	x	0.0	1	x	x	x
CCN(CC)C(=O)Cn1cc(/C=C(\C#N)C(=O)NC2CC2)c2ccccc21	x	8	-3	0.0	-5	19	-2	-1
COc1ccc([C@H]2CC(=O)C=C(c3ccc(OC)c(F)c3)C2)cc1	0.1	-14	-16	0.2	0	-44	-4	15
O=C(NCc1ccccc1)C(=O)NCC(c1ccco1)N1CCN(c2ccccc2F)CC1 (stereo not given)	x	-5	-31	0.3	x	-10	-2	x
C[C@H](CO)N1C[C@H](C)[C@@H](CN(C)C(=O)C2CCC2)Oc2cc(C#C[C@@H](C)O)ccc2S1(=O)=O	0.5	x	-7	-0.1	-6	-6	4	4
O=C(NCc1ccccc1)/C(=C/c1ccccc1)NC(=O)c1ccco1	0.1	-6	-12	0.4	4	4	-18	1
CCOc1ccccc1NC(=O)Nc1ccncc1	0.2	x	6	0.0	5	x	-3	-1
COc1ccc(N(C)C(=O)Cn2c(=O)oc3ccccc32)c(OC)c1	-1.8	-3	-6	-0.1	0	6	-5	5
CC1CCN(C(=O)c2[nH]cnc2C(=O)NCCCCCNC(=O)OC(C)(C)C)CC1	-0.2	-3	-10	-0.7	2	-10	0	3
COc1ccc(-c2cc(C)no2)cc1S(=O)(=O)N(C)c1ccc(C)cc1	x	1	2	0.5	11	x	-6	6
CN1[C@H](C(=O)NC2CCC2)[C@@H](CO)[C@@H]2Cn3c(ccc(-c4cccc(F)c4)c3=O)[C@@H]21	0.0	11	-5	0.0	5	-5	-2	-4
CCOc1ccccc1C(=O)NC(C(=O)Nc1cccc(S(N)(=O)=O)c1)C(C)C (stereo not given)	3.4	-6	-18	0.0	8	2	1	0
Cc1ccc(OC(=O)N(C)C[C@H]2OCc3cn(nn3)CCCC(=O)N([C@H](C)CO)C[C@@H]2C)cc1	-1.6&0.2	-14&-6	-8&7	0.1	1&-9	-1&4	-2&-1	-6&3
CCOc1ccc(CCN2C(=S)N([C@@H](Cc3ccc(O)cc3)CN3CCC[C@@H]3CN3C(=S)NC[C@@H]3Cc3ccccc3)C[C@@H]2CC(C)C)cc1	3.3	-9	51*	-0.1	-1	8	-2	-1
Cc1cc(C=O)c(C)n1-c1ccc(Cl)c(C(=O)O)c1	x	-6	-15	-0.1	x	4	-5	x
Cc1ccc(-c2nc3cc(N)ccc3o2)cc1Br	x	-12	-30	0.1	11	-15	1	5
Cc1ccc([C@H]2C(C(=O)O)=CC[C@@H](c3cccc(Cl)c3)N2S(=O)(=O)c2ccc(C)cc2)cc1	-0.5	6	-16	0.2	1	-5	-3	2
Cc1ccc(NCC(=O)N/N=C\c2ccc[nH]2)cc1	x	-4	-13	0.0	6	19	-35	x
CC(C)CC(=O)NC(=S)Nc1ccc(NC(=O)c2ccco2)cc1	0.1	-4	-10	0.0	9	6	-4	9
COc1ccc(N(C(C)C(=O)NN=C2CCCCCCC2)S(C)(=O)=O)cc1 (stereo not given)	x	-11	-13	0.0	x	4	4	-1
COC(=O)c1cc(-c2c(-c3cc(OC)c(OC)c(OC)c3)noc2C)cc([N+](=O)[O-])c1	-0.1	-17	0	0.0	-4	-6	0	-6
CCOC(=O)C1=C(C)NC(C)=C(C(=O)OCC)C1C	1.6	4	-8	0.0	x	-20	-5	-1
CNC(=O)C[C@H]1CC[C@@H]2[C@H](COC[C@H](O)CN2C(=O)Nc2ccc(Cl)c(Cl)c2)O1	0.2	8	3	-0.1	3	-13	5	0
Cc1nnsc1C(=O)Nc1ccc(S(=O)(=O)N2CCCCC2C)cc1 (stereo not given)	x	-4	-6	0.2	-2	9	-1	-5
O=C(CCc1ccccc1)NC(=S)Nc1cc(C(F)(F)F)ccc1N1CCOCC1	x	x	-5	x	-3	17	1	1
C[C@@H]1CN([C@H](C)CO)C(=O)c2cccc(NC(=O)C3CCOCC3)c2O[C@H]1CN(C)Cc1ccc(Cl)c(Cl)c1	-0.1	x	14	-0.1	-5	0	-15	-1
CCOc1ccc(C(=O)NCC(=O)N2CCCCCCC2)cc1OCC	0.0	-10	-6	0.0	x	11	-3	x
CC(=O)c1nnn(-c2ccccc2C#N)c1C	-0.3	-1	-5	0.1	1	-2	-2	1
COc1ccc(/C(C)=N/NC2=NCCN2)cc1Cl	0.5	3	-4	0.0	3	-5	-11	0
Cc1cc(C)n2nnnc2c1C#N	0.5	4	x	x	9	x	x	6
Cc1nnc(NC(=O)C23CC4CC(C)(CC(C)(C4)C2)C3)s1	x	7	-14	0.2	1	13	2	3
Next results
SMILES	E-sel inducer	FN deposition inh	RAD52 inh	Xi reactivation	RAD54 branch	EWS-Fli block	S100A4 MyoIIA	esBAF inh
O=C(c1cccc(F)c1)N1CCN(c2cc(N3CCCCC3)c(F)cc2[N+](=O)[O-])CC1	x	x	-8	x	x	15	-5	-2
N#Cc1cccc(-c2ccc3c(c2)[C@H]2[C@H](CCN2Cc2cncnc2)[C@H](CO)N3)c1	0.0	-3	x	0.3	-2	20	x	10
COc1ccc(-c2nn(-c3ccccc3)cc2/C=N/O)cc1OC	0.3	20	-3	-0.1	x	8	2	x
COc1cc(NC(=O)c2ccc(F)cc2)c(OC)cc1NC(=O)CN1CCOCC1	x	-11	-34	0.1	x	-11	-6	x
CCCS(=O)(=O)N1CCN=C1SCc1cccnc1	x	x	3	0.1	x	8	-1	x
O=C(O)c1cc([N+](=O)[O-])ccc1NCc1cccnc1	1.5	9	-11	0.1	1	12	3	-1

6 entries from above, sorted by molar mass, high to low.
SMILES	E-sel inducer	FN deposition inh	RAD52 inh	Xi reactivation	RAD54 branch	EWS-Fli block	S100A4 MyoIIA	esBAF inh
O=C(c1cccc(F)c1)N1CCN(c2cc(N3CCCCC3)c(F)cc2[N+](=O)[O-])CC1	x	x	-8	x	x	15	-5	-2
COc1cc(NC(=O)c2ccc(F)cc2)c(OC)cc1NC(=O)CN1CCOCC1	x	-11	-34	0.1	x	-11	-6	x
N#Cc1cccc(-c2ccc3c(c2)[C@H]2[C@H](CCN2Cc2cncnc2)[C@H](CO)N3)c1	0.0	-3	x	0.3	-2	20	x	10
COc1ccc(-c2nn(-c3ccccc3)cc2/C=N/O)cc1OC	0.3	20	-3	-0.1	x	8	2	x
CCCS(=O)(=O)N1CCN=C1SCc1cccnc1	x	x	3	0.1	x	8	-1	x
O=C(O)c1cc([N+](=O)[O-])ccc1NCc1cccnc1	1.5	9	-11	0.1	1	12	3	-1
